Source: PubChem BioAssay (several laboratories)
CF NFkB block – blocks PAF-induced NF-kB reporter in cystic fibrosis cells | KKLEB NF-kB-GFP reporter, GFP fluorescence overnight | inhibition, % at 5 µM | 360,000 tested, 0.86% active | AID 588850;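 active = at least 50% inhibition at 5 µM, scaled per plate between neutral and stimulator controls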;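 also: PAF is a Pseudomonas aeruginosa culture filtrate used as stimulus; plate controls were PAF-stimulated DMSO wells for no effect and unstimulated DMSO wells for full effect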
LRH-1 inv ag – inverse agonists of human LRH-1 (NR5A2) | HEK293T StAR-luciferase reporter, LRH-1 transfected, 24 h | 360,000 tested, 0.13% active | AID 602396 | O00482 | inhibition, % at 3.6 µM;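 active = inhibition above the mean inhibition of all tested compounds plus 3 SD, cut at about 73% in these data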;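 also: 0% = DMSO wells and 100% = reporter-only cells lacking LRH-1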
Shn3 inh set2 – Schnurri-3 reporter inhibition in Clone20 osteoblasts. Clone20 osteoblast Shn3 3'UTR firefly luciferase, 24 h. inhibition, % at 12.5 µM. 360,000 tested, 0.52% active;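 active = mean inhibition of at least 75% with every replicate also reaching 75%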;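 also: 0% = median of neutral control wells and 100% = pilot-screen positive control compound; some compounds past the cut are filed as inactive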
KKLEB cytotox – CF airway cell cytotoxicity counter-screen | 360,000 tested, 0.36% active | activity change (cytotoxicity), % at 5 µM | KKLEB CF airway cells viability, ATPlite luminescence, overnight; stronger effect = lower value; cells stimulated with P. aeruginosa culture filtrate;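 active = corrected activity change at or below -50% at 5 µM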
C8 TRAIL sens – caspase-8 TRAIL sensitization; NB7+C8 cells + TRAIL, ATPlite viability luminescence; inhibition (viability loss, TRAIL sensitization), % at 10 µM; 360,000 tested, 1% active; AID 624354;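 active = compounds causing at least 50% loss of cell viability in the single-dose screen, relative to plate controls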
NCOA3 inh – human NCOA3 inhibition; inhibition, % at 3.6 µM; HEK293 GAL4-SRC3 luciferase reporter, luminescence; AID 588352; 360,000 tested, 0.17% active;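 active = inhibition above a per-campaign cutoff, the mean of all compounds plus 3 SD, cut at about 60% in these data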;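 also: 0% = DMSO-treated cells and 100% = gossypol-treated cells at 36 µM; higher means less SRC3-driven luciferase light from the GAL4 reporter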
NR2F2 inh – inhibitors of human COUP-TFII (NR2F2). AID 686940. inhibition, % at 8.6 µM. 370,000 tested, 0.7% active. HEK293T NGFI-A luciferase reporter, luminescence;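 active = inhibition above a per-plate cutoff, mean inhibition of test wells between control levels plus 3 SD, cut at about 38% in these data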;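 also: cells cotransfected with COUP-TFII expression vector driving the NGFI-A reporter; 0% = median of COUP-TF2 test wells and 100% = reporter-only cells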
EBV LMP1 NFkB – reduces LMP1-driven NF-kappaB luciferase signal | LMP1-induced NF-kappaB luciferase reporter cells, luminescence | inhibition, % at 12.5 µM | 350,000 tested, 0.69% active; in the data active = inhibition above about 41%;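 also: 0% = neutral control wells and 100% = reference inhibitor control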
TROY NFkB inh – inhibitors of TROY-dependent NF-kB signaling. inhibition, % at 10 µM. Q293 LMP1-TROYcd NF-kB luciferase reporter, 4 h. 360,000 tested, 0.98% active;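 active = compounds whose plate-normalised and pattern-corrected inhibition of the luciferase reporter signal at the single screening dose is 50% or more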
TWEAK-Fn14 inh – blocks TWEAK-Fn14 interaction in a reporter cell assay. TWEAK-stimulated Fn14 reporter cells, luciferase luminescence, 8 h. AID 1159606. 360,000 tested, 2% active. inhibition, % at 10 µM; in the data active = inhibition above about 50%
NCOA1 inh – inhibits human SRC1 coactivator; Q15788; HEK293 GAL4-SRC1 luciferase reporter, luminescence; AID 588354; inhibition, % at 3.6 µM; 360,000 tested, 0.12% active;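 active = inhibition above the campaign mean plus 3 SD, with each screening campaign given its own cutoff, cut at about 60% in these data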;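 also: 0% = DMSO treated cells and 100% = gossypol at 36 µM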
Target sequence (Q15788 whole entry, looked up, the tested form may be a part): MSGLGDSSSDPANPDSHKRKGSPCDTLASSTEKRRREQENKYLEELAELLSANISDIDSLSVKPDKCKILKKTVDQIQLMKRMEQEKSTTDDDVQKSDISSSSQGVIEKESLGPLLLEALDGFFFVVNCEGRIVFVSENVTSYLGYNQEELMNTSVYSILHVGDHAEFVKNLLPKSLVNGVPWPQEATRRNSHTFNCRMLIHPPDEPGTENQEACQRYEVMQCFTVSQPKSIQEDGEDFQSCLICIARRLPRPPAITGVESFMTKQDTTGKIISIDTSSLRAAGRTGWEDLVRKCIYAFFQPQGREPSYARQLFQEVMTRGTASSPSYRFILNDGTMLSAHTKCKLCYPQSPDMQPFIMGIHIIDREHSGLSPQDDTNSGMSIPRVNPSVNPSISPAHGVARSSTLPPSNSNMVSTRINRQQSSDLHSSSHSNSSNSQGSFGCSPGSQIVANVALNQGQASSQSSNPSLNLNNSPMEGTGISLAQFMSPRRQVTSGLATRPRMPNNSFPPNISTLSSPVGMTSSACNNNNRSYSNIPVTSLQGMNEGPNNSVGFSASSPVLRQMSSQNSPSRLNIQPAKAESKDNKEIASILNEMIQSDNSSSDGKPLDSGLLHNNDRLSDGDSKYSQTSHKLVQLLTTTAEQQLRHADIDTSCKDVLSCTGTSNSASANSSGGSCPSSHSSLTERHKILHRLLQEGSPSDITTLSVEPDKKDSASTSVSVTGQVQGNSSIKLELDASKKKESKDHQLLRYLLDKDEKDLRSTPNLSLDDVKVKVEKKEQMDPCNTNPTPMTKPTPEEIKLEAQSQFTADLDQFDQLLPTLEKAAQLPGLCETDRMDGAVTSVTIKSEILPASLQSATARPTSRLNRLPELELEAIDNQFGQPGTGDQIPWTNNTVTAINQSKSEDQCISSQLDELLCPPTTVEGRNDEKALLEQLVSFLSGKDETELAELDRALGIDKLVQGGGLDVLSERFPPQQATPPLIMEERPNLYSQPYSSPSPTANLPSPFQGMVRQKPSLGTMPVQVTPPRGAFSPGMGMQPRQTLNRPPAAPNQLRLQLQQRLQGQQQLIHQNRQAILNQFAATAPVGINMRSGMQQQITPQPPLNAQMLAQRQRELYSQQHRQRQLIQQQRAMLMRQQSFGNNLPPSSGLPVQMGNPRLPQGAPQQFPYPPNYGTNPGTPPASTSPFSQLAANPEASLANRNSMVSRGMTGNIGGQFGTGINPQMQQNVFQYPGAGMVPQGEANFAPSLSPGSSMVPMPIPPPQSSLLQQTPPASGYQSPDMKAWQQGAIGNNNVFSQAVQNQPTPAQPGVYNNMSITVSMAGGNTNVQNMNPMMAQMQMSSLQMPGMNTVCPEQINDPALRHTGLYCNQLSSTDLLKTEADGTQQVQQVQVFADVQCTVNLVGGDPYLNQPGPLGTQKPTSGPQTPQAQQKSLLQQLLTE
Numbers without * were called inactive; . = no result given. This is a subset (hit frequency here may not be typical).

SMILES | CF NFkB block | LRH-1 inv ag | Shn3 inh set2 | KKLEB cytotox | C8 TRAIL sens | NCOA3 inh | NR2F2 inh | EBV LMP1 NFkB | TROY NFkB inh | TWEAK-Fn14 inh | NCOA1 inh
COc1ccc(OCC(O)CNCCOc2ccccc2OC)c(C(C)(C)C)c1 (stereo not given) | 12 | 11 | 84 | 2 | 23 | 4 | 6 | 4 | 0 | 16 | 5
CC(=O)C1CCC2C3CCC4=CC(=O)CC[C@]4(C)[C@@]3(F)C(O)C[C@]12C (stereo not given in full) | 56* | 13 | 11 | 26 | 1 | -36 | -25 | 1 | 11 | -10 | -2
CC(=O)Nc1ccc([N+](=O)[O-])c(CS(=O)(=O)c2ccc(C)cc2)c1[N+](=O)[O-] | -16 | 6 | 4 | 7 | 12 | 5 | -12 | -7 | 33 | 18 | 5
Cc1cc(C)n(CCNc2nc3nonc3nc2N2CCCCC2)n1 | 4 | -2 | -12 | 10 | 15 | 7 | -10 | 2 | 10 | -8 | -6
CCS(=O)(=O)N1CCC(c2nc(-c3ccc(C(F)(F)F)cc3)no2)CC1 | -8 | 3 | 39 | 12 | 7 | 17 | 13 | 12 | 25 | 13 | 7
O=C(Cc1cccc(Cl)c1)Nc1ccc(Br)cc1 | 19 | -7 | -9 | 4 | 2 | 0 | 3 | -2 | -29 | -15 | 6
COc1ccc(-c2nnc(SCC(=O)c3cccs3)o2)c(OC)c1 | -5 | -27 | -64 | -8 | 22 | -50 | -45 | -25 | -66 | 6 | -42
CCCCN=CC1=C(O)C(C(=O)OC)C(C)(C)CC1=O (stereo not given) | -12 | 23 | 0 | 18 | -5 | 2 | 19 | -2 | 4 | 12 | -6
Cc1ccc2oc(C(=O)N3CCC(O)(c4cccc(C(F)(F)F)c4)CC3)c(C)c2c1 | 9 | -23 | -28 | -1 | -2 | -37 | -28 | -1 | -22 | -40 | -2
CC(=O)c1cc(NC(=O)c2cccc(C(F)(F)F)c2)c(=O)oc1C | 6 | -25 | 15 | 4 | -8 | 5 | -3 | 0 | -10 | -2 | 2
COc1ccc(C2=NOC(CN3C(=O)c4ccccc4S3(=O)=O)C2)cc1 (stereo not given) | -12 | -129 | -52 | -3 | 7 | -96 | -13 | -24 | -31 | 24 | -171
O=C(Cc1cccs1)Nc1ccc(-c2nnc(-c3ccccc3)o2)cc1 | 7 | -6 | 17 | -4 | 3 | -28 | 0 | -8 | -12 | -18 | -21
CCC(=O)Nc1nc2ccccc2n1CCN(CC)CC | 18 | -25 | -18 | -8 | 9 | -10 | 4 | 0 | -10 | -6 | -1
CC1CC(C)CN(C(=O)Nc2ccccc2F)C1 (stereo not given) | 11 | 3 | . | -21 | -14 | 16 | -11 | -4 | 2 | -7 | -1
O=C(Nc1ccc(O)cc1)c1ccc(NC(=O)c2ccco2)cc1 | 7 | -34 | -20 | 0 | 34 | -35 | 7 | 26 | -14 | -2 | -27
Cc1occc1C(=O)NCc1ccco1 | 12 | -45 | 4 | -13 | -4 | 14 | 0 | 4 | -1 | -7 | -19
CC1=C(C(=O)N2CCCCCC2)CC(CC(=O)NCc2cccs2)C(=O)N1CCC1=CCCCC1 (stereo not given) | . | -1 | . | . | 7 | . | 2 | . | -3 | -22 | .
O=C(c1ccco1)N1CCN(Cc2cccc([N+](=O)[O-])c2)CC1 | 5 | -16 | -21 | 21 | -1 | 6 | -3 | 2 | 9 | -9 | 8
COc1ccc(OC)c(NC(=O)CSc2nnc(C3CCCCC3)o2)c1 | 3 | -6 | 1 | 1 | 1 | 7 | 3 | 2 | -5 | 1 | 5
CC1(c2ccccc2Cl)NC(=O)N(CC(=O)Nc2ccccc2OC(F)F)C1=O (stereo not given) | -9 | 5 | -9 | -10 | -11 | -10 | 2 | -5 | -26 | 31 | -6
Cc1nnc(NC(=O)c2ccc3ccccc3c2)s1 | -26 | -108 | -124 | 9 | 17 | -77 | -42 | -28 | -31 | -3 | -88
CCc1ccc(O)c(-c2cc(C(=O)Nc3cccnc3)[nH]n2)c1 | 0 | -148 | -82 | 3 | -6 | -82 | -24 | -3 | -47 | 15 | -66
COc1cccc(/C(O)=C/c2nc3ccc(C(=O)NCCc4cccc(C)c4)cc3[nH]c2=O)c1 | 7 | 0 | 21 | -10 | 14 | 1 | 0 | 4 | -45 | -13 | -13
Cc1cc(O)c(C(C)C)cc1C1(c2cc(C(C)C)c(O)cc2C)OC(=O)c2ccccc21 | 33 | -12 | 40 | 1 | 16 | 18 | 8 | 4 | 85* | 97* | 3
Cc1noc(C)c1COc1ccc(C(=O)N2CCN(S(=O)(=O)c3ccccc3)CC2)cc1 | 3 | 7 | 28 | 11 | -10 | 3 | -3 | 8 | 13 | -6 | -2
COc1ccc2[nH]c3c(c2c1)CCN1C(=O)C(CC(=O)NCCc2ccccn2)C[C@H](C(=O)N2CCCCC2)[C@@]31C (stereo not given in full) | 4 | 0 | -7 | -1 | 1 | 11 | 11 | -2 | -5 | -5 | -1
[O-][n+]1onc2c1CCc1c-2nn(-c2ccccc2Cl)[n+]1[O-] | 0 | -20 | 14 | -13 | 6 | 11 | -2 | 0 | 5 | 25 | -7
CN(C(=O)C1CCCO1)c1nnc(-c2ccncc2)s1 (stereo not given) | 0 | -15 | -1 | 4 | 7 | -2 | 9 | 13 | -23 | -1 | 3
Nc1nc(CSc2nnnn2-c2ccccc2)nc(Nc2ccccc2)n1 | -12 | 12 | 1 | -10 | -2 | -8 | -4 | . | -14 | -22 | -7
CN(C)S(=O)(=O)c1cc(C(=O)Nc2ccn(C)n2)c(Cl)cc1Cl | 18 | -3 | -8 | -24 | -11 | -26 | 10 | -9 | -6 | 1 | -13
COCCNc1nc2nonc2nc1NC(C)c1ccccc1Cl (stereo not given) | 3 | 4 | -8 | 6 | -11 | 4 | 9 | 10 | 4 | -11 | -9
COc1ccc2[nH]c3c(c2c1)CCn1c-3nc2ccccc2c1=O | 2 | -186 | 6 | -21 | 49 | -57 | . | -45 | 9 | 51* | -66
COC(=O)c1cc(NC(=O)c2ccc(-c3ccccc3)cc2)ccc1Cl | -12 | 6 | -7 | -4 | -2 | 8 | -17 | 28 | -5 | -12 | 16
CSc1cccc(NC(=O)CCS(=O)(=O)c2cccc3nonc23)c1 | 9 | 10 | -12 | 2 | 2 | -2 | -22 | -1 | 10 | -22 | -10
CCN(CC)S(=O)(=O)c1ccc(N=Nc2c(C)[nH]n(C(N)=S)c2=O)cc1 | -1 | -39 | -29 | 4 | 15 | -33 | -21 | -8 | -34 | -6 | -30
CNC(=O)C(=O)N1CCC2(CC1)OCCN2S(=O)(=O)c1ccc(C)cc1 | -4 | -14 | 4 | 14 | -2 | 24 | -8 | 2 | -12 | -3 | -8
COc1ccccc1C(=O)Nc1nnn(C)n1 | 0 | -21 | 5 | 0 | -3 | 6 | 1 | -8 | -15 | -7 | 8
O=C(Cn1cc(C(=O)c2cccs2)c2ccccc21)NCc1cccs1 | 1 | -25 | -32 | 0 | -3 | -23 | -2 | -39 | -46 | 10 | -31
COc1cccc(OC)c1OC(=O)c1cnccn1 | -13 | 3 | -7 | -18 | 8 | -8 | -4 | -3 | -4 | 11 | -59
CCNC(=O)c1cc2c(c(-c3cccc(-c4cncnc4)c3)n1)[C@@H](CCO)N(C(C)=O)C2 | . | -6 | . | . | -19 | . | -2 | . | -6 | -7 | .
CCCCN(CCCC)S(=O)(=O)c1ccc(NS(=O)(=O)c2ccc(NC(C)=O)cc2)cc1 | 3 | 8 | 17 | -10 | 7 | 9 | . | 5 | 12 | -11 | -3
CC(C)(C)c1ccc(C(=O)Nc2ccc(N3CCOCC3)cc2)cc1 | -8 | -7 | 11 | 15 | 13 | 0 | -7 | -14 | -27 | -13 | 2
CC(=NC(C)C)C1=C(O)CCC1=O | -3 | 16 | -3 | 3 | -8 | 14 | -4 | 4 | 11 | 0 | -5
Cc1ccc(-c2nnc(N3CCN(C(=O)Cn4c(=O)n(C)c5ccccc54)CC3)c3ccccc23)cc1 | 16 | 0 | 39 | 13 | 2 | 11 | 15 | 4 | 11 | 7 | -6
O=C(COC(=O)c1ccccc1Br)NCc1ccccc1 | -5 | -2 | 8 | 4 | -5 | -9 | -5 | -10 | -47 | -17 | 7

Just TROY NFkB inh and NCOA3 inh, for some of the entries so far:
molecule | TROY NFkB inh | NCOA3 inh
[O-][n+]1onc2c1CCc1c-2nn(-c2ccccc2Cl)[n+]1[O-] | 5 | 11
COCCNc1nc2nonc2nc1NC(C)c1ccccc1Cl (stereo not given) | 4 | 4

(listing goes on)
SMILES | CF NFkB block | LRH-1 inv ag | Shn3 inh set2 | KKLEB cytotox | C8 TRAIL sens | NCOA3 inh | NR2F2 inh | EBV LMP1 NFkB | TROY NFkB inh | TWEAK-Fn14 inh | NCOA1 inh
Cc1cc(NC(=O)COc2cccc(Oc3ccccc3)c2)no1 | 19 | 8 | 10 | -14 | 15 | 4 | -9 | -7 | 14 | 27 | 4
C[N+](C)(C)CCCC(=O)c1ccc2c(c1)OCO2 | 17 | -13 | -22 | -2 | -5 | 17 | -9 | 4 | -10 | 5 | -6
CCOC(=O)c1ccc(Nc2ncnc3ccc(C)cc23)cc1 | 31 | -4 | 27 | -3 | -8 | 22 | 26 | -4 | 12 | 20 | 16
Cc1ccccc1-n1ncc2c1CC(C)(C)CC2NC(=O)CCN1Cc2ccccc2C1=O (stereo not given) | 8 | 15 | 2 | -10 | 1 | 20 | 10 | 14 | -4 | 19 | -7

Compounds above with a Cl atom, in the order listed:
SMILES | CF NFkB block | LRH-1 inv ag | Shn3 inh set2 | KKLEB cytotox | C8 TRAIL sens | NCOA3 inh | NR2F2 inh | EBV LMP1 NFkB | TROY NFkB inh | TWEAK-Fn14 inh | NCOA1 inh
O=C(Cc1cccc(Cl)c1)Nc1ccc(Br)cc1 | 19 | -7 | -9 | 4 | 2 | 0 | 3 | -2 | -29 | -15 | 6
CC1(c2ccccc2Cl)NC(=O)N(CC(=O)Nc2ccccc2OC(F)F)C1=O (stereo not given) | -9 | 5 | -9 | -10 | -11 | -10 | 2 | -5 | -26 | 31 | -6
[O-][n+]1onc2c1CCc1c-2nn(-c2ccccc2Cl)[n+]1[O-] | 0 | -20 | 14 | -13 | 6 | 11 | -2 | 0 | 5 | 25 | -7
CN(C)S(=O)(=O)c1cc(C(=O)Nc2ccn(C)n2)c(Cl)cc1Cl | 18 | -3 | -8 | -24 | -11 | -26 | 10 | -9 | -6 | 1 | -13
COCCNc1nc2nonc2nc1NC(C)c1ccccc1Cl (stereo not given) | 3 | 4 | -8 | 6 | -11 | 4 | 9 | 10 | 4 | -11 | -9
COC(=O)c1cc(NC(=O)c2ccc(-c3ccccc3)cc2)ccc1Cl | -12 | 6 | -7 | -4 | -2 | 8 | -17 | 28 | -5 | -12 | 16
